Source: PubChem BioAssay (The Scripps Research Institute Molecular Screening Center)
OXTR ag: agonists of human oxytocin receptor; P30559; CHO-OTR cells, Fluo-8 calcium fluorescence; normalized: DMSO 0%, oxytocin 100%; activation, % at 3 µM; 320,000 compounds, 0.32% hits;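 active means activation above the mean of all tested compounds plus 3 SD, cutoff set per screening run, cut at about 20% in these data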;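 further: peak over basal fluorescence ratio from a 100 s FLIPR kinetic read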
CHO-K1 Ca ag: M1 agonist counterscreen hit in parental CHO-K1 cells; activation, % at 3 µM; Fluo-8 calcium fluorescence; scaled to maximal ATP response, vehicle zero; AID 602248; 360,000 compounds, 0.48% hits; in the data active means activation above about 15%;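 further: untransfected CHO-K1 host cells lacking M1 receptor as counterscreen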
GPR7 antagonist: blocks human GPR7 receptor signaling. GPR7-expressing cells, fluorescence antagonist assay. inhibition, % at 4.4 µM. AID 1861. P48145. 290,000 compounds, 1.1% hits; in the data active means inhibition above about 16%, passing the limit was not always enough;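 further: cells stimulated with the agonist NPW; 0% = agonist with vehicle and 100% = vehicle without agonist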
Target sequence (P48145 whole entry, looked up): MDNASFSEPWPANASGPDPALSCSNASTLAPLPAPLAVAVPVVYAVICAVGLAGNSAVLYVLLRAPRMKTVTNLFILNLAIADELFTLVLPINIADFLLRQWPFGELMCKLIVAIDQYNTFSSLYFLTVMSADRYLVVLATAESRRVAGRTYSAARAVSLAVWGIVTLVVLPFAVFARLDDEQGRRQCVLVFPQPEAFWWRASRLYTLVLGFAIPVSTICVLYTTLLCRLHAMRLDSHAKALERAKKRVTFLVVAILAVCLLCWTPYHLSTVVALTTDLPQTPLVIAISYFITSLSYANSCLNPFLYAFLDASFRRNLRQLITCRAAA
OXTR potentiator: human OXTR potentiation | P30559 | CHO-OTR cells, Fluo-8 calcium fluorescence, potentiator mode; 0% = oxytocin EC15, 100% = EC100 | activation, % at 3 µM | 320,000 compounds, 0.061% hits;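 active means activation above that plate's cutoff, the mean activation of tested compounds plus 3 SD, cut at about 6.6% in these data, passing the limit was not always enough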;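 further: 100% uses oxytocin at 75 nM as the full agonist control; some results filed as inactive read as strong as hits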
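System: human OTR in CHO cells; Also added: sub-maximal oxytocin, roughly EC15; Timing: compound 6 min at room temperature before oxytocin, 100 s read; Technique: Fluo-8 intracellular calcium fluorescence, ex 470-495, em 515-575 nm; Controls: oxytocin EC15 low and EC100 high; Replication: singlicate.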
M1 PAM parental: counter-screen for M1 PAMs: effect in parental CHO-K1 cells | ATP EC20, Fluo-8 calcium fluorescence; 0% at ATP EC20, 100% at ATP max | activation, % at 3 µM | 360,000 compounds, 0.02% hits | AID 602247;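 active means activation above the run cutoff, the mean activation of all test compounds plus 3 SD, cut at about 40% in these data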;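 further: peak over basal fluorescence ratio in a 140 s read after ATP addition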
V1R ag counter: V1a receptor agonism, counter-screen for OXTR agonists; CHO-V1R cells, Fluo-8 calcium fluorescence, agonist mode; 0% DMSO, 100% 3 nM vasopressin; activation, % at 3 µM; 320,000 compounds, 0.25% hits; AID 2797;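 active means activation above the mean activation of all tested compounds plus 3 SD, per screening run, cut at about 20% in these data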;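 further: signal is peak over basal fluorescence ratio across a 100 second FLIPR read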
Target sequence (P37288 whole entry, looked up): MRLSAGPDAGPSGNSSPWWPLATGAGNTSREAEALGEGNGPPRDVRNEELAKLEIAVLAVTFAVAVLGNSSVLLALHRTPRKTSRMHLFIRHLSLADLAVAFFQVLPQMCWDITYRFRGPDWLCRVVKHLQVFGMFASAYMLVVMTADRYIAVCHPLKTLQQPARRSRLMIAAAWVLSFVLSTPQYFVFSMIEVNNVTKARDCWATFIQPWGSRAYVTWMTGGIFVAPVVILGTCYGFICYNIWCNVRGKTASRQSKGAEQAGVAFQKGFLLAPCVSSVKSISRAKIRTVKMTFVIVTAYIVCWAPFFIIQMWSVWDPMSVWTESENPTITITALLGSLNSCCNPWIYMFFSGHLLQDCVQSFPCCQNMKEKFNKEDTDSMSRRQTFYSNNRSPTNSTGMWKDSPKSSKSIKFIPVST
CHO parental Ca: counter-screen for OX1R antagonists: effect in parental CHO cells. parental CHO-K1, ATP-induced calcium, Fluo-8 fluorescence. inhibition, % at 5.6 µM. 330,000 compounds, 0.63% hits. AID 463079;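 active means inhibition above that plate's mean sample inhibition plus 3 SD, cut at about 26% in these data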;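 further: 0% = ATP-challenged DMSO wells and 100% = DMSO wells without ATP; some compounds past the cut are filed as inactive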
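Material: parental CHO cells / Compound: single nominal dose of 5.6 µM per compound / Signal: Fluo-8 fluorescence / Replicates: singlicate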
CHO-K1 Ca antag: M1 antagonist counterscreen hit in parental CHO-K1 cells. ATP-induced calcium, Fluo-8 fluorescence. 360,000 compounds, 0.6% hits. AID 602250. inhibition, % at 3 µM;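 active means inhibition above a per-plate cutoff, the plate's mean sample inhibition plus 3 SD, cut at about 24% in these data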;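 further: 0% = DMSO plus EC80 ATP and 100% = DMSO alone without ATP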
TAAR1 antagonist: human TAAR1 antagonism; Q96RJ0; 360,000 compounds, 1.5% hits; inhibition, % at 3 µM; CHO RD-HGA16 TAAR1, Fluo-8 calcium fluorescence, antagonist;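 active means inhibition above a per-plate cutoff, the mean inhibition of test compounds on that plate plus 3 SD, cut at about 49% in these data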;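 further: 0% = DMSO plus EC80 beta-PEA response and 100% = DMSO alone without agonist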
Target sequence (Q96RJ0 whole entry, looked up): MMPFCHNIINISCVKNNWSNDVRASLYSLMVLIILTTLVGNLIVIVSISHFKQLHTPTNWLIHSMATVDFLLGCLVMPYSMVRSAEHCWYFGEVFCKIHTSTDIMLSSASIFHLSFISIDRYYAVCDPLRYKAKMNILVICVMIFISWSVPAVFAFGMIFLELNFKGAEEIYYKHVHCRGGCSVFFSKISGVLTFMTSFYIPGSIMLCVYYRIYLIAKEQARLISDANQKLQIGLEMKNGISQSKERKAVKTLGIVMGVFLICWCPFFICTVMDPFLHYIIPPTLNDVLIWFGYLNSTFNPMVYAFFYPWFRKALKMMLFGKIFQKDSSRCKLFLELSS
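Material: RD-HGA16 CHO cells with stable hTAAR1 and Gα16; Dosing: single nominal final test compound concentration of 3 µM; Schedule: seeding 17-24 h prior, 75-min 37 °C, 30-min RT dye loading; Detection: kinetic Fluo-8 calcium fluorescence measurement; Measure: % inhibition from peak post-agonist over basal fluorescence ratio; Benchmarks: vehicle and agonist controls.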
* = called active by the depositor; · = no result given.

SMILES	OXTR ag	CHO-K1 Ca ag	GPR7 antagonist	OXTR potentiator	M1 PAM parental	V1R ag counter	CHO parental Ca	CHO-K1 Ca antag	TAAR1 antagonist
O=c1ccc(-c2ccccc2)nn1Cc1ccc(Cl)cc1	0.3	4.3	2	-15	6	4.9	1	16	-4
Cc1csc(=O)n1CC(=O)OCC(=O)c1c(N)n(C)c(=O)n(C)c1=O	0.7	1.6	·	-1	2	-0.6	12	1	-7
Cc1ccc(CON=C2CCN(c3ncc(C(F)(F)F)cc3Cl)CC2)cc1	0.0	0.2	-7	-3	9	-0.3	2	1	-10
CSc1nc2c(cc1C#N)CCC2	-0.5	0.6	-13	-1	-17	-0.1	-8	4	-34
CCN(C(=O)CSc1nnc(CNc2cccc(OC)c2)n1C1CCCCC1)C1CCS(=O)(=O)C1 (stereo unspecified)	-0.2	0.0	-5	0	6	-0.1	-9	-12	-1
Nc1ncnc2c1ncn2[C@@H]1O[C@H](CNC(=O)[C@@H](N)CO)[C@@H](O)[C@H]1O	·	0.8	·	·	18	·	-6	-9	-1
CN(Cc1ccccc1)C(=O)[C@@H]1CCCN1C(=O)[C@@H]1CCCN1C(=O)c1cccc(Cl)c1	·	-0.2	·	·	1	·	·	-16	-16
c1ccc(-c2nc3ccccc3[nH]2)cc1	-1.0	0.0	-19	2	-9	-0.1	-12	6	-1
O=C(Nc1ccc2nc(SCc3ccc(Cl)cc3)sc2c1)c1ccccc1C(=O)N1CCOCC1	0.8	2.8	2	-20	6	0.8	-15	11	76*
Cc1ccc(C(C(=O)NCc2ccccc2)N(Cc2cccs2)C(=O)c2ccc3c(c2)OCCO3)cc1 (stereo unspecified)	1.1	10	-14	-20	13	3.8	6	13	64*
CC1CCCN(C(=O)Cn2c(-c3nonc3N)nc3ccccc32)C1 (stereo unspecified)	-1.3	3.6	-1	-1	16	-0.6	-28	2	-5
CC(C)(C)c1cc(NC(=O)c2ccc(OC3CCCC3)cc2)no1	-0.8	1.3	-14	-11	18	3.3	4	-6	51*
Cc1cccc(/C=N/NC(=O)CN2CCCCCCC2)c1	-0.6	0.6	-8	-4	22	0.1	-14	-3	1
CCN(C(=O)CSc1nnnn1C)C1CCS(=O)(=O)C1 (stereo unspecified)	·	0.9	·	·	-3	·	·	-6	-18
O=C(NCCC1CCCCN1S(=O)(=O)c1ccccc1)C(=O)Nc1ccc(F)cc1 (stereo unspecified)	-2.4	0.3	·	4	5	-1.3	-7	-1	-35
COC(=O)CCC(=O)N1CCCC(N2CCN(c3cccc(C(F)(F)F)c3)CC2)C1 (stereo unspecified)	-0.9	0.6	-17	-7	19	-0.4	-15	-12	4
CN1C(=O)/C(=C\C(=O)c2cccs2)c2ccccc21	·	10	1	·	5	·	·	11	35
COc1ccc(NS(=O)(=O)c2cccc(C(=O)N3CCN(S(=O)(=O)c4ccccc4)CC3)c2)cc1	·	7.4	·	·	4	·	·	-16	16
O=S(=O)(Nc1nccs1)c1ccc(Br)cc1	0.1	0.7	-10	-18	11	0.3	6	-5	14
CCOC(=O)c1sc(NC(C)=O)nc1C	-0.7	-0.1	-3	0	-9	-0.3	4	-4	1
Cc1ccc(OC(=O)CCC(=O)Nc2ccc(Br)cc2)cc1	0.4	7.4	0	0	9	0.5	-5	-1	-16
O=C(COC(=O)CCC(=O)c1ccc(Cl)cc1)NC1CC1	0.0	4.0	6	-4	13	1.6	-4	-5	8
O=C1N=C(N2CCCCC2)S/C1=C\c1ccc(Br)cc1	-0.4	3.6	13	-12	21	0.1	-5	-12	-14
Cc1ccc(S(=O)(=O)N2C(=O)CCC2C(=O)O/N=C(\N)c2ccc([N+](=O)[O-])cc2)cc1 (stereo unspecified)	-0.3	0.0	-11	-7	-1	0.1	-12	-4	-17
Cc1nn(CC(=O)O)c(C)c1N	0.9	0.2	-16	4	-4	0.5	-1	-3	-26
O=S(=O)(Nc1nc2ccccc2s1)c1cc(F)ccc1F	0.2	0.5	-16	-8	7	2.5	-6	-5	-25
C[C@@]12CCC=C[C@H]1[C@H](c1ccc(/C=C/c3ccccc3)cc1F)N(Cc1ccccc1)C2=O	1.7	0.1	·	-5	7	1.7	-20	-10	2
CCOC(=O)c1ccc(S(=O)(=O)NNC(=O)COc2cccc(C)c2)cc1	-1.4	0.0	-12	0	-9	0.4	1	15	-5
CCc1cc2c3c(c1)C(C)CC(C)(C)N3C(=O)/C2=C1\SC(=O)NC1=O (stereo unspecified)	-2.0	0.0	-18	-2	-2	0.3	-5	3	-21
CC1=NN(C(N)=S)C(C)(C)C1	0.6	3.2	1	-5	16	2.4	-6	-7	-7
CC(=O)N1CCN(S(=O)(=O)c2cccc(C(=O)N(C)Cc3ccc(C)o3)c2)CC1	·	3.0	·	·	9	·	·	-7	-20
CC(=O)Nc1ccc(CN2CCC(Oc3ccc(C(=O)N4CCCC4)cc3)CC2)cc1	0.6	0.8	-2	5	17	0.8	0	-10	-6
CC(=O)Nc1cccc(-c2ccnc3c2CC(C)(C(=O)Nc2ccc(Cl)c(C(F)(F)F)c2)O3)c1 (stereo unspecified)	·	0.4	·	·	12	·	·	0	3
Cn1c(=O)c2c(nc(N3CCOCC3)n2C)n(C)c1=O	-0.4	0.2	-14	-6	19	0.7	-8	-6	14
COc1cc(/C=C/C(=O)Nc2ccc(OC)c(S(=O)(=O)N3CCOCC3)c2)ccc1OCC#N	0.7	0.0	·	-6	-21	0.0	-18	7	15
COc1ccccc1-c1nc(NC(C)=O)n[nH]1	-0.2	·	-12	-14	·	0.9	4	·	4
COc1cc(/C=N/O)c(Br)cc1OCC(=O)Nc1ccccc1C	-0.4	2.3	4	-9	12	2.1	-7	1	8
Cn1ccc(C(=O)Nc2ccc(Br)cc2Br)n1	-2.2	-0.1	-6	-4	8	0.1	-16	1	13
Cc1ccccc1OCC(=O)Nc1ccc2c(c1)OCCO2	0.8	1.0	8	1	11	0.1	-15	-13	-8
NC(=O)N/N=C1\c2ccccc2-c2c(C(N)=O)cccc21	-0.6	-0.6	0	-12	-4	0.0	-7	11	-7
CCNc1nc(NC(C)C)nc(N(C#N)CCOc2ccccc2)n1	0.2	-0.3	11	-13	1	3.8	-3	-6	4
O=c1cc(C(Cl)(Cl)Cl)oc2c1ccc1ccccc12	-1.1	1.8	-2	-5	19	-0.6	0	1	-9
CCN(CC)c1ccc(NC(=O)Nc2cccc(C(C)=O)c2)cc1	1.0	9.3	-11	-8	8	3.3	-2	13	48
N#Cc1c(-c2ccco2)nc(NCC2CCCO2)[nH]c1=O (stereo unspecified)	-0.3	4.7	-9	-4	13	0.8	-11	2	-6
NC(=O)c1ccc(NC(=O)COC(=O)CCc2ccc(S(=O)(=O)N3CCCCC3)cc2)cc1	1.6	1.1	-12	-2	4	0.8	4	7	-4
O=C(O)C1CCCN(S(=O)(=O)c2cccc3cccnc23)C1 (stereo unspecified)	0.7	-0.1	-4	0	8	0.1	-5	8	-9
O=C(Nc1cccnc1)c1noc2c1CCCC2	2.7	0.0	0	-4	-5	0.3	-11	-5	-1
Cc1ccc2c(c1)C(=O)CC(c1ccccc1)S2 (stereo unspecified)	·	0.3	·	·	15	·	·	-21	-11

Part of the list above in order of length of the SMILES, low to high.
SMILES	OXTR ag	CHO-K1 Ca ag	GPR7 antagonist	OXTR potentiator	M1 PAM parental	V1R ag counter	CHO parental Ca	CHO-K1 Ca antag	TAAR1 antagonist
CCNc1nc(NC(C)C)nc(N(C#N)CCOc2ccccc2)n1	0.2	-0.3	11	-13	1	3.8	-3	-6	4
COc1cc(/C=N/O)c(Br)cc1OCC(=O)Nc1ccccc1C	-0.4	2.3	4	-9	12	2.1	-7	1	8
CCN(CC)c1ccc(NC(=O)Nc2cccc(C(C)=O)c2)cc1	1.0	9.3	-11	-8	8	3.3	-2	13	48

(more compounds)
SMILES	OXTR ag	CHO-K1 Ca ag	GPR7 antagonist	OXTR potentiator	M1 PAM parental	V1R ag counter	CHO parental Ca	CHO-K1 Ca antag	TAAR1 antagonist
CC(=O)NC(c1cccs1)c1cc(Br)c2cccnc2c1O (stereo unspecified)	·	0.8	·	·	19	·	·	-3	0
CC(C)=CCc1c(O)c(CC=C(C)C)c2c(c1O)-c1cc(O)c(O)cc1CC2	-0.4	·	·	1	·	-0.2	0	·	·
COC(=O)CSc1ccccc1C(=O)OC	0.1	0.2	-8	-3	3	-0.1	-7	-6	-7
Cc1ccc(NS(=O)(=O)c2cc(OCC(N)=O)c(C)cc2Cl)cc1	0.3	0.2	-8	-11	8	1.0	-6	-4	2
O=C(COC(=O)Cc1ccc(Br)cc1)NCC1CCCO1 (stereo unspecified)	2.1	-0.2	·	3	-8	0.8	-8	2	-4
CCn1c(CC(=O)Nc2ccc(C)c(Cl)c2)nnc1SCc1ccc(Cl)c(Cl)c1	-1.4	0.5	18	-6	2	0.1	-10	-11	-5
COc1ccc(CC(=O)N2CCN(c3ccc(C4=NNC(=O)CC4C)cc3)CC2)cc1 (stereo unspecified)	4.8	5.5	-4	-6	14	5.6	-14	-9	11
COc1ccc(N2CCN(C(=O)CN(c3ccccc3)S(C)(=O)=O)CC2)cc1	-0.2	0.4	7	-16	17	0.7	-11	-3	-12
Cc1ccc2oc(=O)n(CCCOc3ccccc3C)c2c1	-2.9	-0.6	-15	-23	1	-0.8	-7	8	-7
COC(=O)c1cn(C(=O)c2ccc(OC)c(OC)c2)c2ccccc12	-1.6	0.8	-5	-3	12	-0.6	-8	-10	8
NC(=O)C1(N2CCCCC2)CCN(C(=O)CSc2nc3ccccc3s2)CC1	-0.2	1.1	-4	-8	8	0.8	-15	-11	7
CC(C)NC(=O)C1c2ccccc2Oc2ccccc21	-1.4	0.2	-10	3	4	-0.1	-3	-4	3
COc1ccc(C(=O)NCC(=O)Nc2ccc(-c3ccccc3)cc2)cc1	0.2	0.9	-10	2	-11	1.4	-3	-17	0
COc1ccc(CN(Cc2cccn2C)S(=O)(=O)c2ccccc2)cc1	0.6	0.6	-5	-17	5	-0.8	-6	-9	-24
N#Cc1c(-c2ccccc2)ccn(Cc2ccc(Cl)cc2)c1=O	5.8	5.8	18	-14	17	5.7	8	-9	31
Cc1cccnc1NC(=O)CCn1c(=O)oc2ccccc21	-0.1	0.7	-2	1	-5	1.9	-2	-1	4
CCOC(=O)C1CCN(S(=O)(=O)c2cc3c4c(c2)C(C)C(=O)N4CCC3)CC1 (stereo unspecified)	-0.9	0.2	-4	-4	25	-0.6	-14	-14	-25
COc1ccccc1CNC(=O)[C@@H](NC(=O)C1CCN(C(=O)[C@@H]2CCCN2)CC1)C(C)C	1.0	-0.5	-6	-2	8	0.3	-2	2	-21
COC(=O)C1C(=O)OC(C)(C)C1C(C)C(=O)c1ccc(C)cc1C (stereo unspecified)	0.0	0.8	-10	-7	16	0.1	-5	-12	5
